Screening data: PubChem, several laboratories
GRK2 aptamer HTS: compounds blocking aptamer binding on GRK2 – biochemical, human GRK2, bead flow cytometry, HTS, primary screen; FAM-aptamer displacement from GRK2; inhibition of aptamer binding, % at 10 µM; hit rate 0.59% among 330,000; AID 488847, 2010;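 active = inhibition of aptamer binding above 40%, roughly 3 SD of noise, on plates passing a quality check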;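 also: median bead fluorescence of bound FAM aptamer so fluorescent compounds give negative values; no value below 0 was filed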
Target sequence (P25098 whole entry, looked up): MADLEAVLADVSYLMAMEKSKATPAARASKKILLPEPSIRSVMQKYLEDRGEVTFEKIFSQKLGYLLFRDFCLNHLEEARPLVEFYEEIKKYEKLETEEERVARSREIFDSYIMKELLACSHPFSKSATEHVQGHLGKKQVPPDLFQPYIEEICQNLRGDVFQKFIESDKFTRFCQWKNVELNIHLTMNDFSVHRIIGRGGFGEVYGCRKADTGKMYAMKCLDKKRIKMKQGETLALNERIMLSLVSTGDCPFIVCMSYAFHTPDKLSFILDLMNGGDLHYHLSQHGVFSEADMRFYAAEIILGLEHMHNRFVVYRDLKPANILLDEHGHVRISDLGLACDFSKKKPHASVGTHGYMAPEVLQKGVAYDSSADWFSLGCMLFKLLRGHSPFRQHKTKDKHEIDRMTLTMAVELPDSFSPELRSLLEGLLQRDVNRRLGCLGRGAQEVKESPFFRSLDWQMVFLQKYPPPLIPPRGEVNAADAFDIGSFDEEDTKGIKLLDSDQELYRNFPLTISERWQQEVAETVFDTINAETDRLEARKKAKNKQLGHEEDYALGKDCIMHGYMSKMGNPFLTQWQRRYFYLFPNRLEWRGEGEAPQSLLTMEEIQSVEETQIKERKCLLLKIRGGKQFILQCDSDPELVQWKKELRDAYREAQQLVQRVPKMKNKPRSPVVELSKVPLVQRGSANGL
GLD-1 TGE inh: GLD-1/TGE RNA complex disruptors, primary screen, biochemical, fluorescence polarization. Female germline-specific tumor suppressor gld-1 (Caenorhabditis elegans), Q17339. purified GLD-1 + fluorescein TGE RNA. inhibition, % at 5.96 µM. hit rate 0.44% among 320,000. AID 2280, 2010;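 active = percent inhibition above a per-plate cutoff, the plate mean of test compounds plus 3 SD, cut at about 30% in these data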;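 also: 0% = DMSO wells with GLD-1 and probe and 100% = wells lacking GLD-1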
BCLXL inh: inhibitors of human Bcl-xL, primary screen, biochemical, fluorescence polarization, HTS; Bcl-2-like protein 1 (Homo sapiens), Q07817; GST-Bcl-xL / FITC-Bim BH3 peptide fluorescence polarization; inhibition, % at 10.9 µM; hit rate 0.7% among 320,000;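 active = inhibition above the mean of all tested compounds plus 3 SD, cutoff set per campaign, cut at about 30% in these data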;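 also: 0% = DMSO wells and 100% = unlabeled Bim-BH3 peptide competitor; inhibitors lower millipolarization by displacing the labeled peptide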
Fam108B inh: mouse Fam108B serine hydrolase inhibitors, primary screen, counter-screen for RBBP9 inhibitor project, biochemical, fluorescence polarization; recombinant Fam108B, FP-Rh probe fluorescence polarization; inhibition, % at 9.51 µM; hit rate 0.33% among 300,000; AID 1947, 2009;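 active = inhibition above the screen mean inhibition plus 3 SD, computed separately per campaign, cut at about 18% in these data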;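 also: inhibitors lower polarization as less probe binds the enzyme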
MCL1 BIM primary: inhibitors of MCL1 binding to BIM-BH3, primary screen, biochemical, fluorescence polarization. Induced myeloid leukemia cell differentiation protein Mcl-1 (Homo sapiens), Q07820. GST-MCL1 / FITC-Bim-BH3 fluorescence polarization. inhibition, % at 10.9 µM. hit rate 0.68% among 320,000. AID 2057, 2009;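 active = inhibition above the mean inhibition of all tested compounds plus 3 SD, set per campaign, cut at about 40% in these data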;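 also: 0% = DMSO wells and 100% = unlabeled Bim-BH3 peptide control; higher means more loss of mP so more displacement of Bim peptide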
Target sequence (Q07820 whole entry, looked up): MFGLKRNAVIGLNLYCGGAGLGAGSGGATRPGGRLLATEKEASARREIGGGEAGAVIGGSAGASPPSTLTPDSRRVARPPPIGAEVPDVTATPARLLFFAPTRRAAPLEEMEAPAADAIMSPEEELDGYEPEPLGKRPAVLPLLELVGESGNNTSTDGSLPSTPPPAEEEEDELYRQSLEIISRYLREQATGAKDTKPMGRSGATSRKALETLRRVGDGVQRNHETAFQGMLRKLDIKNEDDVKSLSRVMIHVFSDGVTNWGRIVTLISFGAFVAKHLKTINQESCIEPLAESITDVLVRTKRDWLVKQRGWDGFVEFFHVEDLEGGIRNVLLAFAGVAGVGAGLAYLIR
MEX-5 binding: MEX-5 zinc finger RNA-binding disruptors – biochemical, C. elegans, fluorescence polarization, MLPCN library, primary screen; MEX-5/FITC-TCR2 RNA binding; hits give low values; Zinc finger protein mex-5 (Caenorhabditis elegans), Q9XUB2; hit rate 0.38% among 300,000; AID 1832, 2009; activity score (negative = inhibition of binding), % at 10 µM;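 active = inhibition past about -25% in most replicates, and total fluorescence under double the plate's negative control median, limit read from the data; inconclusive = replicates evenly split on the limit, or fluorescence at least double controls; inactive = too little inhibition in most replicates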;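 also: 0% = DMSO and -100% = 5 µM competing unlabeled TCR2 RNA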
AGP1-GFP MLPCN: modulators of AGP1-GFP expression in yeast TOR pathway, primary screen, cell-based, multiplex flow cytometry, S. cerevisiae, MLPCN library; 3 h; GFP as percent of DMSO wells; GFP response vs DMSO, % at 10 µM; hit rate 0.02% among 320,000; AID 2066, 2009;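 active = GFP response relative to DMSO above a set limit, near screen average plus 3 SD, cut at about 150% in these data; inconclusive = fewer than 70 cells counted for the yeast strain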;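 also: median GFP channel fluorescence of the gated AGP1 strain per well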
VLA-4 inh: inhibition in human VLA-4 binding assay, primary screen, VLA-4 allosteric modulator project, MLPCN library, flow cytometry, VLA-4 expressing cells | Integrin alpha-4 (Homo sapiens), P13612 | ligand binding flow cytometry | inhibition, % (about 7 µM as worked out from the volumes in the protocol) | hit rate 0.2% among 330,000; in the data active = inhibition above about 50%
CIT2-GFP yeast: modulators of CIT2-GFP expression in yeast, primary screen, S. cerevisiae, GFP fusion, multiplex flow cytometry, MLPCN library | S. cerevisiae CIT2-GFP strain, 3 h; 100 means same as DMSO wells | GFP response vs DMSO, % at 10 µM | hit rate 0.065% among 320,000;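 active = GFP response relative to DMSO above a set limit, near the screen mean plus 3 SD, cut at about 150% in these data; inconclusive = Fewer than 70 cells measured for a yeast strain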;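 also: ratio of well median GFP fluorescence to mean of DMSO wells on the plate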
The depositor's hits bear a star; ? = inconclusive; nt = no result given; [ ] = remark or other dose.

SMILES	GRK2 aptamer HTS	GLD-1 TGE inh	BCLXL inh	Fam108B inh	MCL1 BIM primary	MEX-5 binding	AGP1-GFP MLPCN	VLA-4 inh	CIT2-GFP yeast
COc1ccccc1CCN1CCCC(CN(C)C(=O)CCC(=O)N(C)C)C1 (centres undefined)	1.0	2.0	-0.3	0.0	1.9	1.2	104.3	7.4	106.6
Cc1nnc(NC(=O)CCn2cnc3ccccc3c2=O)s1	4.0	4.8	4.5	2.8	3.3	-0.1	95.1	-0.9	97.0
COc1ccc(/C=N/OC(=O)c2ccc(Cl)cc2)c(Cl)c1OC	0.0	0.7	5.7	0.7	4.2	-0.1	103.2	14.1	96.8
Cc1nnc(SCC(=O)c2c[nH]c3ccccc23)n1C1CC1	6.0	1.9	-3.7	nt	-1.7	nt	110.5	-6.3	97.9
COC(=O)C1=CO[C@@H](OC2OC(CO)C(O)C(O)C2O)[C@@H]2C(CO)=CC[C@H]12 (some centres undefined)	0.0	3.0	-1.5	0.1	0.9	1.3	80.7	21.1	66.6
O=C(CC1Oc2ccc(Cl)cc2NC1=O)NC1CCCCCC1 (centres undefined)	1.0	1.2	3.3	-3.1	7.3	1.9	107.1	4.6	102.5
Cc1ccc(NC(=O)C2CCN(C(=O)c3ccc(F)cc3)CC2)nc1	0.0	2.2	7.8	-2.9	3.4	1.7	105.8	0.8	101.2
CCCSc1cc(=O)n(-c2ccc(F)cc2)nc1C(=O)OCC	1.0	-12.3	-0.3	2.7	-4.1	0.2	91.4	11.6	82.2
NS(=O)(=O)c1ccc(NC(=O)COC(=O)c2cccc(S(=O)(=O)N3CCCC3)c2)cc1	0.0	4.8	-0.6	-1.4	-7.9	0.5	100.4	3.2	95.7
COc1cccc(CC(NC(C)=O)C(=O)NC2CCN(c3ncccc3[N+](=O)[O-])CC2)c1 (centres undefined)	2.0	-0.2	9.2	-2.9	10.3	-0.6	78.3	0.0	98.0
COc1ccc(Nc2nc(OC)nc(N3CCOCC3)n2)cc1	0.0	2.7	7.5	-4.5	-2.8	nt	106.8	5.5	108.1
C=CCNC(=O)c1ccc(OC2CCN(S(=O)(=O)N(C)C)CC2)cc1	0.0	2.7	8.0	-2.0	2.7	-0.6	94.9	4.1	91.5
CN(C)S(=O)(=O)c1cccc(NC(=O)COC(=O)C2CCN(C(=O)c3ccc(F)cc3)CC2)c1	1.0	-2.9	-2.7	nt	-3.1	nt	96.0	2.1	95.5
Cc1ccc2nc(-c3ccccn3)cc(C(=O)NCCc3ccc(F)cc3)c2c1	8.0	-2.2	4.1	-3.7	5.4	0.4	90.4	5.3	102.3
COc1ccc(/C(C)=N/NC(=O)CNC(=O)/C=C/c2ccccc2OC)cc1	2.0	2.7	2.7	1.0	3.2	0.2	100.4	9.4	99.2
COc1ccc(CN2CCN(C(=O)CCC(=O)Nc3nnc(C(C)C)s3)CC2)cc1F	3.0	-2.1	-2.3	-1.7	-4.0	-0.3	106.3	1.5	99.4
COc1ccc(NC(=O)c2cccnc2Cl)c(S(=O)(=O)N2CCOCC2)c1	2.0	3.1	0.5	-3.7	1.2	-0.8	108.1	3.2	nt
Cc1ccc(S(=O)(=O)N2CCN(C)CC2)cc1-c1nnc2c3ccccc3c(C)nn12	1.0	2.6	3.6	1.6	4.7	-1.9	99.8	13.3	96.5
COc1ccc(-c2cc(C)nc(SCC(=O)c3cccc([N+](=O)[O-])c3)n2)cc1	0.0	4.6	0.7	-4.9	4.1	nt	89.8	0.4	94.5
O=C(Cn1cnc([N+](=O)[O-])n1)NCCO	2.0	3.9	6.9	3.0	6.5	0.8	98.7	10.5	101.4
CCOC(=O)CCc1c(C)nc2cc(-c3ccc(Cl)cc3)[nH]n2c1=O	0.0	-3.3	8.2	6.4	1.7	-0.7	97.2	-11.3	87.1
CC1CCCN(c2nc3ccccc3nc2C(C#N)S(=O)(=O)c2cccs2)C1 (centres undefined)	2.0	9.2	21.8	9.9	18.1	-50.3*	105.4	-0.8	98.1
CS(=O)(=O)c1ccc(NC(=O)c2ccccc2-n2cnnn2)cc1	0.0	2.8	-8.6	nt	-2.7	nt	106.1	0.0	89.9
Cn1cc(C(=O)c2ccc(Cl)cc2Cl)cc1C(=O)NN	2.0	3.7	0.6	-3.0	-6.8	2.3	107.5	2.9	113.2
CC1(C)N(OCc2ccccc2)C(=O)C(=O)N(OCc2ccccc2)C1(C)C	0.0	6.5	3.7	2.8	12.0	2.6	103.0	9.7	111.0
C#CCCc1cscc1/C=[N+](\[O-])c1ccc(C(=O)OCC)cc1	0.0	-4.9	-2.9	nt	3.4	nt	96.6	1.6	93.7
Cc1ccccc1C(=O)NCC(c1ccco1)N1CCc2ccccc2C1 (centres undefined)	1.0	-0.6	-0.1	-0.6	-4.7	-4.2	114.6	9.6	106.0
Cc1cc(C)nc(NNC(=O)c2ccccc2O)n1	0.0	0.1	1.5	2.0	1.0	-5.2	98.8	-12.1	97.2
Cc1ccc(S(=O)(=O)NC(CC(C)C)C(=O)N2CCN(C/C=C/c3ccccc3)CC2)cc1 (centres undefined)	0.0	5.8	4.8	nt	5.6	nt	106.1	-10.4	99.3
COc1ccc(NC(=O)NNC(=O)COc2ccc3cc(Br)ccc3c2)cc1	0.0	nt	nt	nt	nt	-2.1	84.4	11.4	83.1
CCOC(=O)Cc1csc(NS(=O)(=O)c2ccc([N+](=O)[O-])cc2)n1	7.0	8.0	4.2	6.2	6.4	0.7	100.9	-2.6	111.2
COc1ccc(C2NC(=S)N3C(c4ccc(OC)cc4)NC(=S)N23)cc1 (centres undefined)	0.0	2.0	-3.5	-1.9	0.1	0.8	?	4.4	?
CCOC(=O)c1ccccc1NC(=O)c1c(F)c(F)c(F)c(F)c1F	0.0	2.3	3.1	1.5	0.2	nt	92.5	-2.2	91.0
Cc1cccc(C(C)n2nnc3ccccc32)c1O (centres undefined)	0.0	7.4	1.6	2.9	7.7	-0.9	83.1	-13.2	98.5
O=C(NC1CCCC1)C(c1ccccn1)N(C(=O)c1csnn1)c1ccccc1Br (centres undefined)	0.0	3.0	0.1	2.5	3.0	-0.6	109.7	-1.3	97.0
CCN1CCN(Cc2oc(CO)cc(=O)c2O)CC1	0.0	-1.2	4.2	-1.3	10.2	-0.4	101.6	4.0	95.9
CC(=O)Cc1nsc(NC(=O)c2ccccc2)n1	4.0	-3.0	4.0	0.6	4.1	-0.9	93.6	2.8	89.2
CCC1CN(C(=O)NCc2ccccc2)c2ccccc2O1 (centres undefined)	1.0	nt	nt	nt	nt	-0.8	84.9[may fluoresce red and violet]	0.3	?
CC(=O)c1ccc(N2CCN(CC(=O)Nc3ccc(N4CCOCC4)cc3)CC2)cc1	0.0	-0.5	-1.0	1.8	4.8	-0.3	95.1	-11.2	nt
Cc1cc(N/C=C(\C#N)S(=O)(=O)c2ccc(Cl)cc2)nc(C)n1	0.0	-1.5	-3.5	0.7	-0.9	-0.8	104.2	14.8	95.0
CCCCCOC(=O)c1[nH]c2c(c1C)C(=O)C(C(=O)OC)C(C)C2 (centres undefined)	0.0	4.5	9.1	1.7	5.3	1.0	100.3	6.5	97.1
CCN(CC)CCC(c1ccc2c(c1)OCO2)c1c(O)cc(OC)cc1OC (centres undefined)	1.0	1.3	3.5	-2.6	2.1	0.6	99.3	17.7	99.8
O=C1C=CC(=O)N1CCCCCCN1C(=O)C=CC1=O	0.0	9.0	10.6	-2.0	17.7	nt	77.2	8.2	78.6
CCn1nnc2cc(C(=O)OCC(=O)N(C)Cc3cccc(F)c3)ccc21	0.0	-1.9	nt	nt	nt	nt	91.9	-23.2	88.5
COCCN1Cc2cccc(C(=O)NCc3cccs3)c2C1=O	1.0	-0.9	2.0	-1.3	1.9	1.8	100.6	7.3	91.0
Cc1nc2ccccc2nc(C)c1=NOCc1ccccc1Cl	0.0	17.2	12.8	-0.7	11.1	-2.7	99.3	5.0	97.0
CC(=O)NC1(c2ccccc2)CCN(c2nc(C)cc(C)n2)CC1	2.0	-8.4	0.0	0.8	1.8	nt	84.3	13.7	78.5
O=S(=O)(c1cccc2nsnc12)N1CCN(c2ccc(F)cc2)CC1	1.0	2.9	1.5	1.6	0.8	1.9	96.3	-15.8	91.1
O=C(CCSCc1ccc(Cl)cc1)NC1CCCC1	3.0	1.3	2.8	6.2	-0.8	-0.6	99.6	22.1	99.8
Cc1ccccc1N1CCN(C2=NC(=O)/C(=C\c3cccs3)S2)CC1	14.0	4.4	7.9	-3.9	46.0*	-0.7	93.4	1.3	93.8
O=C(c1sccc1-n1cccc1)N1CCCC1	0.0	-9.9	-0.8	3.4	-0.6	1.5	93.0	3.0	97.5
COc1ccccc1CNC(=O)CSc1cc(=O)n(C)c2ccccc12	0.0	7.5	4.5	-1.1	10.9	0.6	105.3	-6.0	100.5
COc1cccc(NC2CC(=O)N(CCc3ccccc3)C2=O)c1 (centres undefined)	1.0	-5.1	-1.0	11.6	-3.0	0.0	94.6	1.7	111.1
CC1=CC(C)C(CN(CCC[N+](C)(C)C)C(=O)Nc2ccccc2)C(C)C1 (centres undefined)	7.0	12.2	-12.4	-1.8	-18.1	1.3	101.8	3.5	95.5
O=C(C(F)C(F)(F)F)N1CCN(c2ccccc2)CC1 (centres undefined)	0.0	2.5	6.8	-4.8	5.1	0.4	107.2	3.8	105.3
CSc1ccccc1C(=O)NCCSc1ccccc1	2.0	-2.9	-2.1	1.1	-4.9	-2.6	nt	-2.1	108.5
C/C(=N\NC(=O)c1ccc(O)cc1)c1ccc2c(c1)OCCO2	2.0	3.5	1.1	nt	1.7	nt	108.2	15.1	101.2
Fc1ccccc1-c1nc2nc3ccccc3nc2n1CC1CCCO1 (centres undefined)	0.0	-3.1	2.6	-0.8	-4.2	0.2	102.5	-10.2	93.1

Sorted by molecular weight (largest number first): part of the list above.
SMILES	GRK2 aptamer HTS	GLD-1 TGE inh	BCLXL inh	Fam108B inh	MCL1 BIM primary	MEX-5 binding	AGP1-GFP MLPCN	VLA-4 inh	CIT2-GFP yeast
CC1=CC(C)C(CN(CCC[N+](C)(C)C)C(=O)Nc2ccccc2)C(C)C1 (centres undefined)	7.0	12.2	-12.4	-1.8	-18.1	1.3	101.8	3.5	95.5
C/C(=N\NC(=O)c1ccc(O)cc1)c1ccc2c(c1)OCCO2	2.0	3.5	1.1	nt	1.7	nt	108.2	15.1	101.2
CSc1ccccc1C(=O)NCCSc1ccccc1	2.0	-2.9	-2.1	1.1	-4.9	-2.6	nt	-2.1	108.5
